Screening data as filed in PubChem BioAssay.
E-selectin induc = E-selectin induction on HUVECs. P16581. HUVEC E-selectin immunofluorescence imaging; normalized: neutral wells 0, TNF-alpha wells 100. activation, % at 7.58 µM. hit rate 0.37% among 260,000;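 active = mean E-selectin-positive cell signal at least 10% of the positive control, reached in at least 60% of replicates, without over 20% cell loss; inconclusive = no rule given, readout overlaps actives, possibly toxicity-flagged; inactive = the rest, including those meeting only one limit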;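 also: in these data hits start at about 27%; measured in HUVEC primary endothelial cells; signal is the percent of cells scored E-selectin positive by PE staining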
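Read-out basis: % PE-positive cells; Test system: HUVEC primary endothelial cells; Technique: immunofluorescence imaging; Dosing: single-point compound dose.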
ARNT-TACC3 inh = disruptors of human ARNT/TACC3 interaction; AlphaScreen His-ARNT PAS-B/GST-TACC3 binding, luminescence; TACC3 fragment carries E629A point mutation; inhibition, % at 9.99 µM; hit rate 0.66% among 390,000;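 active = mean inhibition of replicates at least 50% and at least half of replicates each reaching 50%; inconclusive = half or more replicates reach 50% but mean below 50%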;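 also: 0% = complete ARNT plus TACC3 wells and 100% = ARNT alone without TACC3; many hits fall short of the cut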
ERp5 inh = ERp5 (human) disulfide isomerase inhibition; Q15084; ERp5 insulin aggregation, absorbance 650 nm, 90 min; inhibition, % at 9.99 µM; hit rate 0.05% among 350,000;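 active = mean replicate inhibition above about 25%, with every replicate also reaching it, limit read from the data, passing the limit was not always enough; inconclusive = only one of those two criteria met; inactive = neither criterion met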
CASP6 VEID inh = blocks human caspase-6 cleavage activity | P55212 | purified caspase-6, Z-VEID-R110 cleavage fluorescence | inhibition, % at 12.5 µM | hit rate 0.53% among 350,000 | AID 686996;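 active = mean inhibition across replicates at least about 35%, with every replicate also reaching that limit, limit read from the data; inconclusive = only one of the two criteria met; inactive = neither criterion met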;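 also: 0% = median of neutral control wells and 100% = no fluorescence left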
Target sequence (P55212 24-179 limits assumed): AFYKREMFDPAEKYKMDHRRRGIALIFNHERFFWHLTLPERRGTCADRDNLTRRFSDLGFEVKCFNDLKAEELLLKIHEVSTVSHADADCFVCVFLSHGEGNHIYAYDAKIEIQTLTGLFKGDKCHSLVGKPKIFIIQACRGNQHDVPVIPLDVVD
Target sequence (P55212 194-293 limits assumed): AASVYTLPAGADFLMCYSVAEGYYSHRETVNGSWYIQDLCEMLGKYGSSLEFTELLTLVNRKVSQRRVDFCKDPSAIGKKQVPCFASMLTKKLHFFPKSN
RAD54 inh = inhibitors of human RAD54 branch migration. Q92698. RAD54 Holliday junction branch migration, FAM/BHQ fluorescence. inhibition, % at 10.4 µM. hit rate 0.14% among 360,000;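 active = mean normalized replicate activity at least 40 and at least half of replicates scoring 40 or more; inconclusive = only one of the two criteria met; inactive = mean below 40 and under half of replicates reaching 40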;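 also: 0% = median of neutral control wells and 100% = median of positive control wells; inhibitors cause a drop in the FAM fluorescence signal; in these data hits start at about 50%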
Target sequence (Q92698 whole entry, looked up): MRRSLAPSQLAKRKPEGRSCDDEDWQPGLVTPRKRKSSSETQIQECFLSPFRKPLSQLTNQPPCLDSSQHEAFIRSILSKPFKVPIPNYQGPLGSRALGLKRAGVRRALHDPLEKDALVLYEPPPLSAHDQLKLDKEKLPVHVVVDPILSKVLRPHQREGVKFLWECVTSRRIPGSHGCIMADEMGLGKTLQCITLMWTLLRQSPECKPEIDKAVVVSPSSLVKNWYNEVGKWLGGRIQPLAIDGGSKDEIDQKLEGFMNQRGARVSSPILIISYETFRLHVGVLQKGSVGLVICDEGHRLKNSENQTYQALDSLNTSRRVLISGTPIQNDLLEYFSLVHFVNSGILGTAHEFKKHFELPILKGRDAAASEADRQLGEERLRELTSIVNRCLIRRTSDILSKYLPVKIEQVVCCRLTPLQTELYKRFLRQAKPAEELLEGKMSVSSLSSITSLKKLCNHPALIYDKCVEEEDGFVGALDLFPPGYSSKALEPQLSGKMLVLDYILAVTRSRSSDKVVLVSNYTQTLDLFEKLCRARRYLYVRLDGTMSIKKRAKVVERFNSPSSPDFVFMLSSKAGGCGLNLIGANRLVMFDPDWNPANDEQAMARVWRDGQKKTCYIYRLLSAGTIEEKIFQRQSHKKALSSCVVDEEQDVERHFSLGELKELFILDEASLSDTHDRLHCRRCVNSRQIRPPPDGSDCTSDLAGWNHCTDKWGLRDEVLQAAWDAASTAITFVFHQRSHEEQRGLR
RAD52 inh = RAD52 (human) annealing inhibition. P43351. recombinant RAD52 DNA annealing, FRET fluorescence. inhibition, % at 18.7 µM. hit rate 0.46% among 360,000;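 active = every replicate showing at least 50% inhibition; inconclusive = mean inhibition at least 50% but not in every replicate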
PglD inh = blocks C. jejuni PglD acetyltransferase activity; purified PglD enzyme, DTNB colorimetric CoA detection; inhibition, % at 12.5 µM; hit rate 0.098% among 360,000; in the data active = inhibition above about 16%, passing the limit was not always enough; inconclusive = no clear call, values can overlap the other calls; also: strong numbers were not always called active
esBAF inh = inhibitors of esBAF chromatin remodeling in mouse ES cells; Bmi1-luciferase knock-in reporter, 24 h; 100% = twice the neutral-well signal; hit rate 2% among 350,000; AID 602393; reporter increase, % at 12.5 µM; in the data active = activation above about 40%; inconclusive = no clear call, values can overlap the other calls;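 also: 0% = median of the plate's neutral control wells and 100% = double that signal; a rise in the Bmi1 reporter signal indicates esBAF inhibition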
An asterisk follows results filed as active; ? = inconclusive; / = no result given; & = joins results of further samples.

The opening 4 entries as a preview:
SMILES	E-selectin induc	ARNT-TACC3 inh	ERp5 inh	CASP6 VEID inh	RAD54 inh	RAD52 inh	PglD inh	esBAF inh
COc1ccc(-c2nnc3ccc(SCC(=O)NCC4CCCO4)nn23)cc1 (centres undefined)	/	0	/	/	-10	/	3	-8
COc1cc(/C=N/n2c(C3CCCCC3)n[nH]c2=S)ccc1O	/	2	3	-1	-9	-13	1	-6
Cc1ccc(C(=O)NCC(=O)NC2CCCCCC2)cc1	/	13	-3	-1	4	-4	-2	-7
CC(C)=CCC/C(C)=C/CNC(=O)CC1C[C@H](C(=O)N2CCCCC2)[C@@]2(C)c3[nH]c4ccccc4c3CCN2C1=O (some centres undefined)	0.0	-2	5	1	-6	-18	-3	8

All compounds of this part, from the start:
SMILES	E-selectin induc	ARNT-TACC3 inh	ERp5 inh	CASP6 VEID inh	RAD54 inh	RAD52 inh	PglD inh	esBAF inh
COc1ccc(-c2nnc3ccc(SCC(=O)NCC4CCCO4)nn23)cc1 (centres undefined)	/	0	/	/	-10	/	3	-8
COc1cc(/C=N/n2c(C3CCCCC3)n[nH]c2=S)ccc1O	/	2	3	-1	-9	-13	1	-6
Cc1ccc(C(=O)NCC(=O)NC2CCCCCC2)cc1	/	13	-3	-1	4	-4	-2	-7
CC(C)=CCC/C(C)=C/CNC(=O)CC1C[C@H](C(=O)N2CCCCC2)[C@@]2(C)c3[nH]c4ccccc4c3CCN2C1=O (some centres undefined)	0.0	-2	5	1	-6	-18	-3	8
CN(Cc1nc(C(c2ccccc2)c2ccccc2)no1)CC1COCCO1 (centres undefined)	/	-3	4	1	/	-8	/	/
CCOc1ccc(NC(=O)CCNS(=O)(=O)c2cccc3nsnc23)cc1	/	-4	3	1	-3	-14	-4	-1
Cc1ccc(S(=O)(=O)N2CCCC2C(=O)NC2=NCCS2)cc1 (centres undefined)	/	-3	/	/	2	/	-1	-4
COc1ccccc1/C=C/c1nc(C#N)c(N(C)C)o1	/	0	0	2	-5	-9	2	?
CC(NC(=O)c1cc2cc(Br)ccc2oc1=N)c1ccccc1 (centres undefined)	-0.2	-2	2	5	-4	-9	2	-3
COc1ccc(OC)c(S(=O)(=O)N2CCCCCC2)c1	/	-5	/	/	-3	/	7	10
O=C(Nc1nc2c(ccc3ccccc32)s1)c1ccco1	/	-2	/	/	1	/	-7	27
O=C(Nc1ccn(Cc2ccccc2F)n1)c1ccc(COc2cc(Cl)ccc2Cl)o1	/	-8	/	/	-12	/	-3	15
O=C(NCCCSc1ccccc1)c1ccc(=O)[nH]c1	/	2	6	0	0	-6	3	/
Cc1ccc(-c2cc(C(F)(F)F)c(C#N)c(SCC(=O)O)n2)cc1	/	2	3	-1	/	-13	/	/
CC1(C)C2CCC(C2)C1(C)NC(=O)CNC1CCCCC1 (centres undefined)	-0.1	6	2	-1	-3	-9	-2	-5
CCOC(=O)CCC(NC(=O)c1ccccc1C(=O)NC(CCC(=O)OCC)C(=O)OCC)C(=O)OCC (centres undefined)	13	6	3	4	7	0	-2	1
COc1ccc(Cl)cc1NC(=O)C[n+]1cccc(C)c1	/	-37	8	-6	-9	-2	-4	-7
Cc1cccc(S(=O)(=O)N(C)C[C@@H]2OCc3cn(nn3)CCCC(=O)N([C@@H](C)CO)C[C@H]2C)c1	-0.2&-0.1	-8	10&-1	2&-1	3&-6	-2&13	-5&12	-4&-3&-4
Cc1nn(-c2ccccc2)c(C)c1C(=O)NCc1cccs1	-0.4	-5	/	/	8	/	-4	/
O=C(CN1CCOCC1)NCC[C@H]1CC[C@H](NC(=O)c2ccccc2F)[C@@H](CO)O1	0.2	7	5	-2	2	-10	1	3
CN(CC1COc2ccccc2O1)C(=O)CSc1ncccn1 (centres undefined)	0.3	-4	-5	1	5	-3	-1	/
NC(=NC(=O)c1ccc(OCC(F)(F)F)nc1)c1ccc(Cl)cc1	0.5	-10	0	0	-6	-8	-6	/
Cc1occc1C(=O)NNC(=O)CN1C(=O)NC(C)(c2ccccc2)C1=O (centres undefined)	1.4	9	0	1	-6	-9	-1	/
COC(=O)c1noc(C)c1-c1ccnn1C(=O)c1ccc(C)cc1	29*	-3	7	1	6	-19	6	/
C#CC1(NC(=O)NCCCC)CCCCC1	/	/	6	2	1	-3	0	3
More compounds.
SMILES	E-selectin induc	ARNT-TACC3 inh	ERp5 inh	CASP6 VEID inh	RAD54 inh	RAD52 inh	PglD inh	esBAF inh
CCn1c(SCC(=O)N2CCCC2)nc2c(c1=O)SC(C)C2 (centres undefined)	/	-4	0	0	1	3	-4	-13
COc1cc(C(=S)N2CCOCC2)ccc1OC(=O)c1ccccc1C	/	/	-1	2	3	-20	-1	2
COc1cccc(S(=O)(=O)N2C[C@@H](O)COC[C@H]3O[C@@H](CC(=O)Nc4ccccc4)CC[C@@H]32)c1	0.0	-3	0	-2	0	-3	0	-2
O=C(COC(=O)c1ccc(Cl)nc1)NCc1ccc(F)cc1	/	-1	2	1	-13	-22	-1	-4
Nc1ccc(C(=O)N2CCN(S(=O)(=O)c3ccc(Cl)s3)CC2)cc1[N+](=O)[O-]	1.1	2	2	5	13	-9	-3	-1
O=C(/C=C/c1ccc(Cl)c([N+](=O)[O-])c1)Nc1ccc(N2CCCC2)c(Cl)c1	/	-7	3	-9	/	-10	/	/
CCCCOn1c(C)c(C(=O)OCC)c2c3no[n+]([O-])c3ccc21	/	-3	/	/	1	/	-3	-13
O=C(NC(=S)Nc1ccc(S(=O)(=O)N2CCOCC2)cc1)c1ccccc1[N+](=O)[O-]	/	-2	1	0	-2	-15	-7	1
COc1ccc(OCCCC(=O)NCc2ccco2)cc1	/	-2	-4	-1	/	-20	/	-2
CS(=O)(=O)N(CC(=O)NCc1ccco1)c1ccc(Cl)c(C(F)(F)F)c1	/	-4	/	/	9	/	3	-8
CC(OC(=O)c1ccc(S(=O)(=O)N2CCCCC2)cc1)C(=O)Nc1ccc(C(N)=O)cc1 (centres undefined)	/	-4	1	0	4	-7	0	-7
Cc1ccc(S(=O)(=O)N(C)C[C@H]2OCCCC[C@H](C)Oc3ccc(NS(=O)(=O)c4cccs4)cc3C(=O)N([C@@H](C)CO)C[C@H]2C)cc1	/	13	-3	-1	6	-34	-2	3
O=C(N/N=C/c1cccc(Cl)c1)C1CCCC1	0.0	1	4	-5	-10	-6	1	/
COc1cccc(/C=C/C(=O)NCCc2ccc(OC)c(OC)c2)c1	/	18	5	-3	/	9	/	/
COc1ccc(-c2nn(-c3ccccc3)cc2C(=O)Nc2nccs2)cc1OC	/	1	/	/	5	/	1	0
Cc1ccc(-n2c(C)nnc2SCC(=O)N(C)C2CCS(=O)(=O)C2)cc1 (centres undefined)	/	-1	7	-1	1	-20	-3	-3
CCOc1ccc(OCc2ccc(C(=O)NC(C)C)o2)cc1	/	-1	5	5	-5	0	0	15
O=C(c1ccccc1)N1CC(=O)N2[C@@H](CO)[C@@H](c3ccc(C#Cc4ccccc4)cc3)[C@@H]2C1	0.1	/	0	-2	/	-16	/	/
Brc1cccc(OCCN2CCc3ccccc3C2)c1	0.1	-11	1	-1	-5	-12	-3	5
CCOC(=O)N1CCN(CC(=O)c2ccc3c(c2)CCN3)CC1	/	6	1	9	/	-40	/	/
COc1ccccc1C(=O)Nc1ccc2c(c1)OC[C@H](C)NC[C@H](C)[C@@H](OC)CN(C)C2=O	0.3	/	-1	0	/	-11	/	/
CSc1nc2nc3c(cc2c(=O)[nH]1)C(O)Oc1ccc(C)cc1-3 (centres undefined)	/	4	0	4	/	-25	/	/
CCOc1ccc(CCNC(=O)COC(=O)CCS(=O)(=O)c2ccc(C)cc2)cc1OCC	-2.5	/	-8	4	-6	-6	-4	5
O=C(C[C@H]1C=C[C@@H](NS(=O)(=O)c2ccccc2)[C@H](CO)O1)N1CCC(Cc2ccccc2)CC1	0.0	/	5	4	/	10	/	/
Cc1cc(Cl)c(OCCOCCN2CCNCC2)c(Cl)c1	3.0	3	8	-14	-9	2	6	-3
New compounds follow.
SMILES	E-selectin induc	ARNT-TACC3 inh	ERp5 inh	CASP6 VEID inh	RAD54 inh	RAD52 inh	PglD inh	esBAF inh
O=C1NC(Cc2ccccc2)C(=O)N1Cc1ccccc1 (centres undefined)	0.3	-11	-4	2	4	-15	-3	-4
C/C=C/c1ccc2c(c1)O[C@H](CN(C)C(=O)Cc1ccncc1)[C@@H](C)CN([C@@H](C)CO)S2(=O)=O	-0.2	1	6	2	-11	-22	0	0
CC(=O)Nc1ccc(NC(=O)Nc2cccc(Cl)c2)cc1	/	-3	3	-8	4	-5	3	40
CCCNC(=O)N1[C@H](CO)[C@@H](c2ccccc2)[C@@H]1CNC(C)=O	-0.1	-3	15	-1	4	-6	2	-1
CC(=O)CC(=O)Nc1ccc2ccccc2c1	/	11	-1	-1	-1	-9	8	6
Nc1c(C(=O)NCCN2CCOCC2)c2nc3ccccc3nc2n1-c1ccc2c(c1)OCO2	/	0	/	/	?	/	-3	-1
O=C(Nc1cccc(F)c1)N1CC(=O)N2[C@H](C1)[C@H](c1ccc(-c3cccc(F)c3)cc1)[C@@H]2CO	0.1	/	-1	3	/	0	/	/
CC(C)C(=O)Nc1ccc(O)c(-c2csc(N)n2)c1	/	-1	0	0	-3	2	-1	12
COc1ccc(NC(=O)c2noc3c2CCC3)cc1	/	-3	/	/	9	/	2	95*
C/C(=N/OC(=O)c1ccc(Br)cc1)c1ccc(C)cc1	0.9	10	-8	-3	0	-5	3	-1
O=C(C[C@@H]1CC[C@H]2[C@@H](COC[C@@H](O)CN2Cc2ccc(F)cc2)O1)N1CCc2ccccc2C1	0.0	16	-1	-2	-1	-11	7	7
CC1Oc2ccccc2N(CC(=O)NCCc2ccccc2)C1=O (centres undefined)	/	-20	5	3	-1	6	-13	0
Cc1cc(C(=O)COc2ncnc3sccc23)c(C)n1C1CC1	/	-16	-3	4	-6	-3	0	?
O=C(Cn1cnc2c(nnn2Cc2ccc(Cl)cc2)c1=O)NCc1ccco1	/	0	/	/	-11	/	4	-4
CC(=O)Nc1nn(C)c2nc(C)cc(C)c12	6.5	-2	0	4	4	-3	-2	/
CN1CCC(OC(=O)c2cc3cc(Br)ccc3oc2=O)CC1	/	3	0	-3	-2	-1	-3	4
Cc1nc2c(sc3nc(N4CCOCC4)c4c(c32)CC(C)(C)OC4)c(-c2ccc(Cl)cc2)c1C(=O)O	0.3	-2	7	1	/	-82	/	7
CCc1nc2c(OCC=C(C)C)cccn2c1N(C)C(=O)c1ccccc1F	-0.6	/	2	1	3	-16	1	0
COc1ccc(NC(=S)N2CCc3ccccc3C2)cc1OC	/	24	3	1	1	0	-10	22
O=C(Nc1cccc(F)c1)N1C[C@@H]2N[C@H](C1)C2c1ccc(-c2cccnc2)cc1 (some centres undefined)	0.2&-0.2	/	15&11	2&3	/	0&9	/	/
Cc1ccc(C(=O)NCC(=O)Nc2ncccc2C)s1	-0.2	27	4	3	-3	-11	-1	-3
Clc1ccc(-c2ncc3ccccn23)c(Cl)c1	1.1	3	-2	4	/	-8	/	/
CC(C)C(c1nnnn1Cc1ccccc1)N(Cc1ccco1)Cc1cccs1 (centres undefined)	/	-11	/	/	2	/	-3	-14
CC(C)C#Cc1cnc2c(c1)C(=O)N([C@H](C)CO)C[C@@H](C)[C@H](CN(C)C(=O)c1cccnc1)O2	-0.2	-8	1	-1	12	2	4	7
CCOC(=O)CC(NC(=O)c1ccco1)c1ccc(C)cc1 (centres undefined)	/	7	/	/	-4	/	1	-16
Cc1ccc(NC(=O)c2c([N+](=O)[O-])c(C(C)(C)C)nn2C)cc1	/	-26	8	-1	/	5	/	/
CC(C)(C)NC(=O)COC(=O)c1cc(Cl)ccc1[N+](=O)[O-]	/	-5	-1	0	-3	-13	0	-10
COC(=O)c1cc(S(=O)(=O)N2CCOCC2)c(N2CCOCC2)cc1N1CCOCC1	/	-3	/	/	-6	/	4	-12
